# TROY NFkB inh – TROY signaling inhibition; Q293 LMP1-TROYcd NF-kB luciferase reporter, 4 h; inhibition, % at 10 µM; actives 0.98% (n = 360,000); AID 1347056;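 active means compounds whose plate-normalised and pattern-corrected inhibition of the luciferase reporter signal at the single screening dose is 50% or more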
# TLR9-MyD88 inh – inhibitors of human TLR9-MyD88 binding | actives 0.21% (n = 340,000) | inhibition, % at 4.98 µM | CHO BLA complementation TLR9-MyD88, CCF4 FRET ratio | Q9NR96+Q99836;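 active means inhibition above the mean over all tested compounds plus 3 SD, cut at about 21% in these data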;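 further: 0% = DMSO only wells and 100% = clavulanate BLA inhibitor control wells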
# SRC1 inh – human NCOA1 inhibition; inhibition, % at 3.6 µM; actives 0.12% (n = 360,000); HEK293 GAL4-SRC1 luciferase reporter, luminescence;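 active means inhibition above the campaign mean plus 3 SD, with each screening campaign given its own cutoff, cut at about 60% in these data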;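 further: 0% = DMSO treated cells and 100% = gossypol at 36 µM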
# ABHD5 PLIN5 PPI – ABHD5-PLIN5 protein interaction inhibition | inhibition, % at 4 µM | actives 0.78% (n = 360,000) | AID 602281 | Q00G26+Q8WTS1 | Split G. princeps luciferase complementation, luminescence, 4 h;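 active means inhibition above the mean inhibition across every tested compound plus 3 SD, cut at about 22% in these data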;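 further: 0% = DMSO only wells and the 100% control is not disclosed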
# NR2F2 inh – NR2F2 (human) inhibition, primary screen | P24468 | HEK293T NGFI-A luciferase reporter, luminescence | inhibition, % at 8.6 µM | actives 0.7% (n = 370,000);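 active means inhibition above a per-plate cutoff, mean inhibition of test wells between control levels plus 3 SD, cut at about 38% in these data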;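 further: cells cotransfected with COUP-TFII expression vector driving the NGFI-A reporter; 0% = median of COUP-TF2 test wells and 100% = reporter-only cells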
# NCOA2 inhibitor – inhibits human steroid receptor coactivator 2 | inhibition, % at 9 µM | HEK293 GAL4-SRC2 luciferase reporter, luminescence | actives 0.17% (n = 370,000) | Q15596;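 active means inhibition above the mean inhibition of all tested compounds plus 3 SD, set per campaign, cut at about 52% in these data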;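 further: 0% = DMSO treated cells and 100% = cells given Gossypol at 36 µM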
# NOD2-RIPK2 inh – NOD2-RIPK2 protein interaction inhibition; O43353; CHO BLA complementation NOD2-RIPK2, CCF4 ratio; inhibition, % at 4.98 µM; actives 0.38% (n = 360,000); AID 624267; in the data active means inhibition above about 21%;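 further: 0% = vehicle only and 100% = reference blocker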
# TWEAK Fn14 block – inhibitors of TWEAK-Fn14 interaction signaling | TWEAK-stimulated Fn14 reporter cells, luciferase luminescence, 8 h | inhibition, % at 10 µM | actives 2% (n = 360,000); in the data active means inhibition above about 50%
# NR5A2 inv ag – NR5A2 inverse agonism in reporter assay; actives 0.13% (n = 360,000); O00482; HEK293T StAR-luciferase reporter, LRH-1 transfected, 24 h; inhibition, % at 3.6 µM;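 active means inhibition above the mean inhibition of all tested compounds plus 3 SD, cut at about 73% in these data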;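 further: 0% = DMSO wells and 100% = reporter-only cells lacking LRH-1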
# Exocytosis inh – lytic granule exocytosis inhibition; TALL-104 LAMP-1 surface exposure, flow cytometry; cells stimulated with thapsigargin and PMA; inhibition, % at 10 µM; actives 0.66% (n = 360,000);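 active means inhibition above about 55%, limit read from the data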
# NCOA3 inh – inhibits human SRC3 coactivator. HEK293 GAL4-SRC3 luciferase reporter, luminescence. AID 588352. actives 0.17% (n = 360,000). inhibition, % at 3.6 µM;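 active means inhibition above a per-campaign cutoff, the mean of all compounds plus 3 SD, cut at about 60% in these data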;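 further: 0% = DMSO-treated cells and 100% = gossypol-treated cells at 36 µM; higher means less SRC3-driven luciferase light from the GAL4 reporter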
# Numbers without * were called inactive; . = not tested or not shown. An excerpt. The share of hits here may be higher or lower than overall.
1	COc1ccc(C(=O)Nc2cc(C)nn2-c2cccc(F)c2)cc1OC
2	O=C(CCc1nc2sc3c(c2c(=O)[nH]1)CCCC3)NCCc1ccccc1
3	CCCN(CC(=O)Nc1ccccc1C)C(=O)Cc1cccs1
4	CC(=O)Nc1ccc(N(C(=O)Cc2cccs2)C(C(=O)NC2CCCC2)c2ccncc2)cc1 (stereo not given)
5	CCCC(=O)Nc1ccccc1NC(=O)c1ccc(OCC)c(OCC)c1
6	CCOC(=O)CN1C(=O)N[C@@H](c2ccccc2)[C@@H](C(=O)OC)[C@H]1C
7	CCCCNC(=O)C[C@@H]1C[C@@]2(C(=O)OCC)CCCC=C2N(Cc2ccc(Cl)cc2Cl)C1=O
8	CCCn1c(SCC(=O)N2CCc3ccccc32)n[nH]c1=O
Screen / compound no.,1,2,3,4,5,6,7,8
TROY NFkB inh,-3,-24,-5,-6,9,-10,-8,3
TLR9-MyD88 inh,2,14,-3,-2,-11,-5,.,5
SRC1 inh,-8,-11,-7,11,4,-22,.,-8
ABHD5 PLIN5 PPI,6,-11,4,1,-8,-2,-4,-8
NR2F2 inh,-12,0,-18,12,-8,-1,1,-15
NCOA2 inhibitor,21,-31,0,6,-20,-5,22,-31
NOD2-RIPK2 inh,-7,-9,5,-2,-12,-5,9,-1
TWEAK Fn14 block,20,3,6,13,-2,-14,11,4
NR5A2 inv ag,1,10,-5,4,-5,8,3,-1
Exocytosis inh,3,1,-2,5,1,-1,-2,-12
NCOA3 inh,5,1,21,3,13,-16,.,-1

9	O=S(=O)(c1ccccc1)N1CCN(C(c2ccccc2)c2ccc(OC(F)(F)F)cc2)CC1 (stereo not given)
10	Cc1cccc(C(=O)NCC(=O)OCC(=O)N2CC3(C)CC2CC(C)(C)C3)c1 (stereo not given)
11	COc1ccc2nc(Nc3nc(CSc4nc5ccccc5[nH]4)cc(=O)[nH]3)nc(C)c2c1
12	CN(C(=O)CSc1cc(C(=O)c2nccn2C)c2ccccc2n1)c1ccccc1
13	Cc1ccc(CC(=O)Nc2cccc(C#N)c2)cc1
14	CCOc1cc(N2CCOCC2)c(OCC)cc1NC(=O)c1ccc(OC(C)C)cc1
15	O=C(NC1CCCC1)c1cccc(Cn2cc([N+](=O)[O-])cn2)c1
16	CCOC(=O)c1c(C)n(C)c2ccc(OCC(O)CNC(CC)CO)cc12 (stereo not given)
Screen / compound no.,9,10,11,12,13,14,15,16
TROY NFkB inh,-19,7,58*,-67,5,0,0,-6
TLR9-MyD88 inh,-2,-6,4,6,-7,-2,1,-7
SRC1 inh,-21,-6,-4,3,-3,-1,-14,-9
ABHD5 PLIN5 PPI,0,4,4,13,-5,7,-1,3
NR2F2 inh,-4,3,7,-11,-8,-11,-10,-14
NCOA2 inhibitor,-27,-3,-57,-13,7,2,-4,-19
NOD2-RIPK2 inh,-4,-10,-12,-10,0,-2,-4,-10
TWEAK Fn14 block,-16,15,91*,-2,-13,-53,-5,-27
NR5A2 inv ag,-4,6,-7,25,6,3,12,13
Exocytosis inh,-9,-1,16,6,-1,4,8,-3
NCOA3 inh,17,13,-13,19,-24,19,5,8

17	O=C(CCCCCN1C(=O)CCC1=O)Nc1ccc2c(c1)OCO2
18	O=C(CCN1C(=O)/C(=C/c2ccccc2Cl)SC1=S)NNC(=O)c1ccccc1O
19	Cc1ccc(C)c(SCC(=O)OCC(=O)NCc2ccccc2)c1
20	Cc1cccc(NC(=O)CS(=O)CC(=O)Nc2cnc3ccccc3c2)c1C (stereo not given)
21	CCOc1cc(NC(=O)C2CC2)c(OCC)cc1NC(=O)c1ccccc1OCC
22	CCc1noc(C)c1C(=O)N1CCN(S(=O)(=O)c2ccc(C(C)C)cc2)CC1
23	CCOc1ccc(CCNC(=O)C2=C(C)C(=O)OC23CCCCC3)cc1OCC
24	CC(C)C[C@H](NC(=O)c1nc[nH]c1C(=O)NC(c1ccccc1)c1ccccc1)C(=O)OC(C)(C)C
Screen / compound no.,17,18,19,20,21,22,23,24
TROY NFkB inh,-23,-1,-9,9,8,-14,-9,28
TLR9-MyD88 inh,8,-2,-1,-3,1,0,-3,-7
SRC1 inh,-12,-13,6,-16,7,1,1,3
ABHD5 PLIN5 PPI,0,-4,0,0,-1,-5,-6,-23
NR2F2 inh,-5,13,-7,1,4,-4,-7,9
NCOA2 inhibitor,-28,-9,-8,2,2,-24,-1,-20
NOD2-RIPK2 inh,-5,-9,2,-14,-11,4,-10,7
TWEAK Fn14 block,0,-26,-12,9,7,0,-3,34
NR5A2 inv ag,-33,-23,-5,14,10,1,10,12
Exocytosis inh,-1,17,0,-4,21,4,4,16
NCOA3 inh,-14,-1,21,-7,-23,-24,3,8

25	CCOC(=O)c1ccc(CSC(=N)N)o1
26	CCOc1ccc(OCCC(=O)N(CCCOC)c2c(N)n(Cc3ccccc3)c(=O)[nH]c2=O)cc1
27	CSCCC(NS(=O)(=O)c1ccccc1F)C(=O)N1CC=C(c2ccccc2)CC1 (stereo not given)
28	C=CCn1c(SCc2cc(=O)n3ccsc3n2)nc2ccccc2c1=O
29	O=C(c1cccs1)N(Cc1ccco1)Cc1cc2ccccc2[nH]c1=O
30	CC(C)c1ccc(S(=O)(=O)N2CCN(C(=O)c3ccc(N4CCCC4)c([N+](=O)[O-])c3)CC2)cc1
31	COc1cccc(C(=O)NNC2OC(CO)C(O)C2O)c1 (stereo not given)
32	COc1ccc(C(=O)OCC(=O)NC(C)CCc2ccccc2)c(OC)c1 (stereo not given)
Screen / compound no.,25,26,27,28,29,30,31,32
TROY NFkB inh,5,13,10,-2,-16,-15,-18,-6
TLR9-MyD88 inh,2,-2,2,0,0,-4,0,-8
SRC1 inh,0,-1,-2,7,-19,-37,-32,-12
ABHD5 PLIN5 PPI,1,-4,2,-1,7,-7,2,-9
NR2F2 inh,4,7,8,16,-2,4,-15,3
NCOA2 inhibitor,-9,13,0,6,-26,-7,-4,14
NOD2-RIPK2 inh,1,-9,5,0,-5,-4,8,4
TWEAK Fn14 block,3,15,8,7,3,-20,12,-7
NR5A2 inv ag,12,18,-18,-4,0,2,-53,1
Exocytosis inh,-2,2,18,-1,0,-3,-3,13
NCOA3 inh,18,-16,7,8,-17,-3,-36,-8

33	CCn1nc(C(=O)OCC(=O)c2ccc(F)cc2)c2ccccc2c1=O
34	COCCNC(=O)c1[nH]c(C(F)(F)F)nc1-c1ccccc1
35	N#Cc1cccnc1N1CCN(C(=O)c2[nH]c(C(F)(F)F)nc2-c2ccccc2)CC1
36	Cc1nc(C)c(C(=O)N/N=C/c2cc(Br)ccc2O)s1
37	CCCCNC(=O)COC(=O)c1cc(F)c(F)cc1Cl
38	COc1ccccc1NCCC(=O)OCC(=O)Nc1cc([N+](=O)[O-])ccc1F
39	O=c1[nH]c2ccccc2nc1-c1c[nH]c2ccccc12
40	O=C(C1CCN(S(=O)(=O)Cc2ccccc2)CC1)N1CCN(c2ncccn2)CC1
Screen / compound no.,33,34,35,36,37,38,39,40
TROY NFkB inh,-7,19,-14,29,2,-6,-39,3
TLR9-MyD88 inh,2,.,.,10,-3,-11,-23,-9
SRC1 inh,-4,-1,12,0,-3,-9,-14,-27
ABHD5 PLIN5 PPI,14,1,7,-4,10,0,9,2
NR2F2 inh,7,7,13,-16,24,-14,-33,-2
NCOA2 inhibitor,-12,16,-1,14,-11,-19,-36,-40
NOD2-RIPK2 inh,4,-8,1,-5,-4,12,8,-10
TWEAK Fn14 block,-1,-3,-6,17,2,-15,-1,0
NR5A2 inv ag,8,-6,-6,2,-3,-6,2,10
Exocytosis inh,-1,-2,2,-3,-5,-1,0,0
NCOA3 inh,-7,10,7,9,3,-4,-18,11

41	CCN1C(=O)[C@H]2[C@@H](c3ccc(-c4cccc(Cl)c4)cc3)N[C@@](Cc3ccccc3)(C(=O)OC)[C@H]2C1=O
42	O=C(Nc1ccccc1C(=O)N1CCCC1)c1cccc(S(=O)(=O)N2CCCCCC2)c1
43	COc1cc(C(=O)Nc2ccc3c(c2)nc(C)n3C)cc(OC)c1OC
44	Cc1ccc(C(=O)OCC(=O)c2c[nH]c3ccccc23)cc1S(=O)(=O)N1CCOCC1
45	Cc1sc2ncnc(SCC(=O)NC(C)(C)C)c2c1C
46	O=C(N/N=C/c1ccccn1)c1ccc([N+](=O)[O-])cc1Cl
47	CCCc1cc(C(=O)Nc2ccc(C(=O)c3ccccc3)cc2)n(C)n1
48	O=C(O)c1ccccc1SCc1cn2cc(Cl)ccc2n1
49	COc1cc(C(O)c2nc(-c3cccc(C(C)C)c3)cs2)ccc1F (stereo not given)
50	CC[C@]12c3[nH]c4cc(-c5ccco5)ccc4c3CCN1C(=O)[C@@H](CC(=O)NCc1ccc(OC)c(OC)c1)C[C@@H]2C(=O)N1CCN(C(=O)c2ccco2)CC1
51	CCCCSc1nnc(CSc2nc3nc(C)cc(C)n3n2)o1
Screen / compound no.,41,42,43,44,45,46,47,48,49,50,51
TROY NFkB inh,-9,-19,-1,9,15,-29,34,-8,12,0,2
TLR9-MyD88 inh,-3,-4,-6,-9,-6,-8,8,-7,.,0,4
SRC1 inh,-7,7,3,-8,-1,6,8,-44,7,-2,-2
ABHD5 PLIN5 PPI,3,-3,6,4,-5,2,-3,-4,-10,21,-9
NR2F2 inh,9,11,13,-16,8,-14,23,6,13,22,-11
NCOA2 inhibitor,-10,0,-11,-1,20,-4,16,-36,-13,10,-8
NOD2-RIPK2 inh,2,2,-4,-10,-10,4,-2,3,2,-12,0
TWEAK Fn14 block,-2,1,-1,-4,9,-18,27,15,15,17,3
NR5A2 inv ag,5,10,-1,3,-6,-2,-27,-34,21,-2,9
Exocytosis inh,8,-2,-9,-2,2,12,-3,19,-1,-1,-6
NCOA3 inh,13,7,-14,-13,2,-14,4,-3,5,5,-7

# Structures shown so far with an aryl thioether with sulfur outside any ring (8):
8	CCCn1c(SCC(=O)N2CCc3ccccc32)n[nH]c1=O
11	COc1ccc2nc(Nc3nc(CSc4nc5ccccc5[nH]4)cc(=O)[nH]3)nc(C)c2c1
12	CN(C(=O)CSc1cc(C(=O)c2nccn2C)c2ccccc2n1)c1ccccc1
19	Cc1ccc(C)c(SCC(=O)OCC(=O)NCc2ccccc2)c1
28	C=CCn1c(SCc2cc(=O)n3ccsc3n2)nc2ccccc2c1=O
45	Cc1sc2ncnc(SCC(=O)NC(C)(C)C)c2c1C
48	O=C(O)c1ccccc1SCc1cn2cc(Cl)ccc2n1
51	CCCCSc1nnc(CSc2nc3nc(C)cc(C)n3n2)o1
Screen / compound no.,8,11,12,19,28,45,48,51
TROY NFkB inh,3,58*,-67,-9,-2,15,-8,2
TLR9-MyD88 inh,5,4,6,-1,0,-6,-7,4
SRC1 inh,-8,-4,3,6,7,-1,-44,-2
ABHD5 PLIN5 PPI,-8,4,13,0,-1,-5,-4,-9
NR2F2 inh,-15,7,-11,-7,16,8,6,-11
NCOA2 inhibitor,-31,-57,-13,-8,6,20,-36,-8
NOD2-RIPK2 inh,-1,-12,-10,2,0,-10,3,0
TWEAK Fn14 block,4,91*,-2,-12,7,9,15,3
NR5A2 inv ag,-1,-7,25,-5,-4,-6,-34,9
Exocytosis inh,-12,16,6,0,-1,2,19,-6
NCOA3 inh,-1,-13,19,21,8,2,-3,-7
